Source: PubChem (several laboratories)
KOR beta-arrestin-1 – KOR agonists, beta-arrestin recruitment, primary screen, cell-based, luminescence, uHTS (AID 1777). Kappa-type opioid receptor (Homo sapiens). KOR beta-arrestin recruitment, luminescence; higher % means a stronger effect. activation, % at 10 µM; hits with a dose series show EC50 in µM. 0.02% of 280,000 active; in the data active = activation above about 50%, passing the limit was not always enough; also: a part of the inactive calls stands beside numbers as strong as those of hits
GPR55 activation – GPR55 agonists via beta-arrestin recruitment, primary screen, imaging, U2OS cells, beta-arrestin-GFP redistribution (AID 1961). U2OS GPR55 beta-arrestin-GFP redistribution imaging; higher % means a stronger effect. activation, % at 10 µM; hits with a dose series show EC50 in µM. 0.048% of 290,000 active;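 active = activation above 40% with more than 50 cells counted in the well; inconclusive = wells holding fewer than 50 cells, flagged as toxic or sparse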;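 also: U2OS osteosarcoma cells stably expressing GPR55 and beta-arrestin-GFP; plate controls were DMSO negative control for no effect and LPI positive control for full effect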
Myeloid diff MLP – induction of myeloid progenitor differentiation, primary screen, cell-based, flow cytometry, MLPCN library | 1% of 360,000 active | AID 624256, 2012 | calls only at 10 µM | ER-HoxA9 myeloid progenitors, lysozyme-GFP differentiation;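 active = normalized GFP-positive differentiation at or above the plate's own cutoff, the solvent-only control mean plus 3 SD; inconclusive = no clear call, values can overlap the other calls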;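 also: cells exposed to compound for four days before flow analysis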
GPR35 antagonists – GPR35 antagonists blocking zaprinast-driven arrestin recruitment, primary screen, imaging, U2OS, beta-arrestin-GFP, zaprinast agonist (AID 2058) | G-protein coupled receptor 35 (Homo sapiens) | inhibition, % at 10 µM; hits with a dose series show IC50 in µM | U2OS GPR35 beta-arrestin-GFP translocation imaging, zaprinast antagonism; higher % means a stronger effect | 0.052% of 290,000 active;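 active = inhibition of at least 50% with at least 30 cells and total cytoplasm GFP at most 10,000,000; inconclusive = under 30 cells or total GFP of 10,000,000 plus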
HEK293 NOD2/NF-kB – NOD2 signaling inhibitors, cell-based, luminescence, uHTS, HEK293 (AID 1566) | HEK293 NOD2/NF-kB luciferase reporter, luminescence; higher % means a stronger effect | one-dose inhibition, % at 4 µM; EC50 in µM for titrated hits | 0.63% of 290,000 active; also: many of its hits are not listed in these tables
GPR55 LPI antagonism – GPR55 antagonists blocking LPI-driven arrestin recruitment, primary screen, imaging, U2OS, beta-arrestin-GFP, LPI agonist (AID 2013); G-protein coupled receptor 55 (Homo sapiens); 0.13% of 290,000 active; one-dose inhibition, % at 10 µM; IC50 in µM for titrated hits; U2OS GPR55 beta-arrestin-GFP translocation imaging, LPI antagonism; higher % means a stronger effect;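 active = spots per cell inhibited over 60%, with over 100 cells counted and total cytoplasm intensity under 500,000; inconclusive = wells with under 100 cells, flagged as likely toxic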;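 also: U2OS cells stably carrying GPR55 and arrestin-GFP stimulated by 5 µM LPI near EC80; imaged beta-arrestin-GFP aggregate spots per cell after agonist stimulation; plate controls were LPI-stimulated DMSO wells for no effect and DMSO wells without LPI for full effect; some results filed as inactive read as strong as hits; confirmed hits need IC50 under 10 µM and bright autofluorescent wells are also inconclusive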
NOD1 inhibition – NOD1 signaling inhibitors, primary screen, cell-based, luminescence, uHTS (AID 1578); 1% of 290,000 active; NOD1-driven NF-kB luciferase reporter cells, luminescence; higher % means a stronger effect; inhibition, % at 4 µM, or EC50 in µM where a hit was titrated; in the data active = inhibition mostly above about 36%, no sharp cut-off; inactive = mostly below about 34%;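 also: HEK-293T reporter cells stimulated with the NOD1 agonist gamma-tri-DAP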
KOR beta-arrestin-2 – KOR antagonists, beta-arrestin recruitment, cell-based, luminescence, uHTS (AID 1778); Kappa-type opioid receptor (Homo sapiens); KOR beta-arrestin recruitment, luminescence, antagonist mode; higher % means a stronger effect; inhibition, % at 10 µM; hits with a dose series show IC50 in µM; 0.091% of 290,000 active; also: strong numbers were not always called active
HIV peptide binding – inhibitors of HIV fusion peptide binding, primary screen, biochemical, uHTS, fluorescence dequenching (AID 1986) | cell-free peptide binding, fluorescence dequenching, 30 min; higher % means a stronger effect | inhibition, % at 20 µM; hits with a dose series show IC50 in µM | 0.3% of 290,000 active; in the data active = inhibition mostly above about 52%, no sharp cut-off; inactive = mostly below about 76%; also: some results filed as inactive read as strong as hits
Myeloid diff MLP GFP+ MAC1+ % – further read-out of Myeloid diff MLP, marked with its call; GFP+ MAC1+ double positive, %; measured here: differentiation confirmed by MAC1 staining
* = called active by the depositor. Rule as the data show it, unless noted: active = inhibition above about 50%; inactive = the rest. Not all compounds are listed; count on the stated rates, not on these rows.

How did CC(C)CNC(=O)CSc1nnc(-c2ccccn2)n1Cc1ccccc1 do in these assays?
KOR beta-arrestin-1: 23%; GPR55 activation: -0.1%; Myeloid diff MLP: inactive; GPR35 antagonists: -6%; HEK293 NOD2/NF-kB: 2%; GPR55 LPI antagonism: 3%; NOD1 inhibition: 7%; KOR beta-arrestin-2: 22%; HIV peptide binding: -1.3%; Myeloid diff MLP GFP+ MAC1+ %: 1.7

What do the screens show for `CC(C)OP(=O)(OC(C)C)C(Nc1ccccc1)c1ccccc1C(F)(F)F` (stereo unspecified)?
KOR beta-arrestin-1: 8.5%; GPR55 activation: -0.3%; Myeloid diff MLP: inactive; GPR35 antagonists: -8%; HEK293 NOD2/NF-kB: -24%; GPR55 LPI antagonism: 11%; NOD1 inhibition: -22%; KOR beta-arrestin-2: -8%; HIV peptide binding: -2.5%; Myeloid diff MLP GFP+ MAC1+ %: 1.0

What do the screens show for `CCC(=O)Nc1ccc(C(=O)Nc2ccc(Br)cc2F)cc1`?
KOR beta-arrestin-1: -0.2%; GPR55 activation: 0.2%; Myeloid diff MLP: inactive; GPR35 antagonists: 18%; HEK293 NOD2/NF-kB: 20%; GPR55 LPI antagonism: 15%; NOD1 inhibition: -31%; KOR beta-arrestin-2: 7%; HIV peptide binding: 31%; Myeloid diff MLP GFP+ MAC1+ %: 0.2

What do the screens show for `CCC(C(=O)N/N=C/c1cccnc1)c1ccccc1` (stereo unspecified)?
KOR beta-arrestin-1: 2.6%; GPR55 activation: 0.1%; Myeloid diff MLP: inactive; GPR35 antagonists: -7%; HEK293 NOD2/NF-kB: 17%; GPR55 LPI antagonism: 0%; NOD1 inhibition: -10%; KOR beta-arrestin-2: 5%; HIV peptide binding: 0.0%; Myeloid diff MLP GFP+ MAC1+ %: 0.6

How did Cc1nc(SC(C(N)=O)c2ccccc2)c(C#N)c(C)c1C (stereo unspecified) do in these assays?
KOR beta-arrestin-1: -3.2%; GPR55 activation: -0.1%; Myeloid diff MLP: inactive; GPR35 antagonists: -7%; HEK293 NOD2/NF-kB: -1%; GPR55 LPI antagonism: 10%; NOD1 inhibition: -10%; KOR beta-arrestin-2: -8%; HIV peptide binding: -0.8%; Myeloid diff MLP GFP+ MAC1+ %: 0.9

Results for CC1(C)CC(CCC(=O)NC(=S)Nc2ccccc2Cl)C(=O)O1 (stereo unspecified) ?
KOR beta-arrestin-1: -4.0%; GPR55 activation: 0.0%; Myeloid diff MLP: inactive; GPR35 antagonists: 0%; HEK293 NOD2/NF-kB: -4%; GPR55 LPI antagonism: -3%; NOD1 inhibition: -43%; KOR beta-arrestin-2: 6%; HIV peptide binding: 0.2%; Myeloid diff MLP GFP+ MAC1+ %: 0.2

What do the screens show for `CC(NC(=O)c1ccccc1Cl)NC(=O)c1ccccc1Cl`?
KOR beta-arrestin-1: -2.4%; GPR55 activation: -0.2%; Myeloid diff MLP: inactive; GPR35 antagonists: 15%; HEK293 NOD2/NF-kB: -1%; GPR55 LPI antagonism: -3%; NOD1 inhibition: 20%; KOR beta-arrestin-2: 6%; HIV peptide binding: -0.5%; Myeloid diff MLP GFP+ MAC1+ %: 0.6

Results for COc1ccc2cc3cc(C(=O)N4CC(C)CC(C)C4)oc3nc2c1 (stereo unspecified) ?
KOR beta-arrestin-1: -4.3%; GPR55 activation: -0.1%; Myeloid diff MLP: inactive; GPR35 antagonists: -2%; HEK293 NOD2/NF-kB: 6%; GPR55 LPI antagonism: 9%; NOD1 inhibition: -42%; KOR beta-arrestin-2: 2%; HIV peptide binding: -0.6%; Myeloid diff MLP GFP+ MAC1+ %: 0.0

Results for CCOC(=O)c1[nH]c2ccc(OC)cc2c1NC(=O)N1CCOCC1 ?
KOR beta-arrestin-1: -3.6%; GPR55 activation: 0.3%; Myeloid diff MLP: inactive; GPR35 antagonists: 20%; HEK293 NOD2/NF-kB: 0%; GPR55 LPI antagonism: 6%; NOD1 inhibition: 15%; KOR beta-arrestin-2: 2%; HIV peptide binding: -2.8%; Myeloid diff MLP GFP+ MAC1+ %: 1.0

Results for O=C(Oc1cccnc1)c1ccco1 ?
KOR beta-arrestin-1: 3.4%; GPR55 activation: -0.2%; Myeloid diff MLP: inactive; GPR35 antagonists: -13%; HEK293 NOD2/NF-kB: -6%; GPR55 LPI antagonism: 5%; NOD1 inhibition: -27%; KOR beta-arrestin-2: 16%; HIV peptide binding: 2.4%; Myeloid diff MLP GFP+ MAC1+ %: 1.0

Results for COc1ccccc1NS(=O)(=O)c1cc(NC(=O)c2ccco2)ccc1N1CCOCC1 ?
KOR beta-arrestin-1: 3.9%; GPR55 activation: 0.5%; Myeloid diff MLP: inactive; GPR35 antagonists: -9%; HEK293 NOD2/NF-kB: -23%; GPR55 LPI antagonism: 4%; NOD1 inhibition: -54%; KOR beta-arrestin-2: -31%; HIV peptide binding: 0.1%; Myeloid diff MLP GFP+ MAC1+ %: 0.5

Results for O=C1CC(N2CCOCC2)C(=O)N1c1cc(Cl)cc(Cl)c1 (stereo unspecified) ?
KOR beta-arrestin-1: -3.6%; GPR55 activation: -0.2%; Myeloid diff MLP: inactive; GPR35 antagonists: 20%; HEK293 NOD2/NF-kB: 14%; GPR55 LPI antagonism: -2%; NOD1 inhibition: -4%; KOR beta-arrestin-2: -53%; HIV peptide binding: -1.9%; Myeloid diff MLP GFP+ MAC1+ %: 9.5

Results for COc1ccc(CNC(=O)C2CCNCC2)cc1 ?
KOR beta-arrestin-1: -3.3%; GPR55 activation: -0.1%; Myeloid diff MLP: inactive; GPR35 antagonists: 6%; HEK293 NOD2/NF-kB: 8%; GPR55 LPI antagonism: -2%; NOD1 inhibition: 9%; KOR beta-arrestin-2: -24%; HIV peptide binding: -1.8%; Myeloid diff MLP GFP+ MAC1+ %: 1.8

How did Nc1ccccc1Nc1cc(-c2ccccc2)[nH]n1 do in these assays?
KOR beta-arrestin-1: 0.9%; GPR55 activation: -0.7%; Myeloid diff MLP: active; GPR35 antagonists: 3%; HEK293 NOD2/NF-kB: 22%; GPR55 LPI antagonism: 8%; NOD1 inhibition: 48%*; KOR beta-arrestin-2: -3%; HIV peptide binding: -5.0%; Myeloid diff MLP GFP+ MAC1+ %: 5.7*

Results for CC(C)(C)C(=O)N1CCC[C@@]1(CO)C(=O)O ?
KOR beta-arrestin-1: -4.1%; GPR55 activation: -0.2%; Myeloid diff MLP: inactive; GPR35 antagonists: -1%; HEK293 NOD2/NF-kB: 5%; GPR55 LPI antagonism: 5%; NOD1 inhibition: -17%; HIV peptide binding: -0.4%; Myeloid diff MLP GFP+ MAC1+ %: 0.2

Results for COc1ccc(/C=C/c2nc(-c3ccccc3O)n[nH]2)cc1OC ?
KOR beta-arrestin-1: 0.6%; GPR55 activation: -0.1%; Myeloid diff MLP: inactive; GPR35 antagonists: -6%; HEK293 NOD2/NF-kB: -56%; GPR55 LPI antagonism: 6%; NOD1 inhibition: -24%; KOR beta-arrestin-2: 3%; HIV peptide binding: 2.1%; Myeloid diff MLP GFP+ MAC1+ %: 0.4

How did CC(=O)c1cccc(NS(=O)(=O)c2cc(OCC(N)=O)c(C)cc2Cl)c1 do in these assays?
KOR beta-arrestin-1: 2.8%; GPR55 activation: 0.0%; Myeloid diff MLP: inactive; GPR35 antagonists: 14%; HEK293 NOD2/NF-kB: 5%; GPR55 LPI antagonism: 7%; NOD1 inhibition: -26%; KOR beta-arrestin-2: -11%; HIV peptide binding: 1.3%; Myeloid diff MLP GFP+ MAC1+ %: 0.5

What do the screens show for `Cc1c(O)ccc2c(CN3CCN(C/C=C/c4ccccc4)CC3)cc(=O)oc12`?
KOR beta-arrestin-1: 0.5%; GPR55 activation: -0.1%; Myeloid diff MLP: inactive; GPR35 antagonists: 14%; HEK293 NOD2/NF-kB: 19%; GPR55 LPI antagonism: 21%; NOD1 inhibition: -3%; KOR beta-arrestin-2: -18%; HIV peptide binding: 0.3%; Myeloid diff MLP GFP+ MAC1+ %: 0.1

What do the screens show for `COc1ccc(CN2CCNC(=O)C2CC(=O)N(C)C2CCOCC2)c(F)c1` (stereo unspecified)?
KOR beta-arrestin-1: -4.1%; GPR55 activation: -0.1%; Myeloid diff MLP: inactive; GPR35 antagonists: -5%; HEK293 NOD2/NF-kB: -1%; GPR55 LPI antagonism: 7%; NOD1 inhibition: -23%; KOR beta-arrestin-2: 34%; HIV peptide binding: 0.4%; Myeloid diff MLP GFP+ MAC1+ %: 0.4

What do the screens show for `O=C(c1ccco1)N1CCN(C(=S)Nc2ccccc2C(F)(F)F)CC1`?
KOR beta-arrestin-1: 5.3%; GPR55 activation: -0.1%; Myeloid diff MLP: inactive; GPR35 antagonists: 1%; HEK293 NOD2/NF-kB: 3%; GPR55 LPI antagonism: -4%; NOD1 inhibition: -24%; KOR beta-arrestin-2: -24%; HIV peptide binding: -0.9%; Myeloid diff MLP GFP+ MAC1+ %: 6.8

Results for CCCn1c(=O)c2ccccc2n2c(SCCOc3ccc(OC)cc3)nnc12 ?
KOR beta-arrestin-1: -2.6%; GPR55 activation: 0.2%; Myeloid diff MLP: inactive; GPR35 antagonists: 6%; HEK293 NOD2/NF-kB: 16%; GPR55 LPI antagonism: -6%; NOD1 inhibition: 9%; KOR beta-arrestin-2: -12%; HIV peptide binding: 0.9%; Myeloid diff MLP GFP+ MAC1+ %: 4.6

Results for COc1ccc(OCc2cc(C(=O)NC3Cc4ccccc4C3)no2)c(Cl)c1 ?
KOR beta-arrestin-1: 5.9%; GPR55 activation: -0.1%; Myeloid diff MLP: inconclusive; GPR35 antagonists: 3%; HEK293 NOD2/NF-kB: -14%; GPR55 LPI antagonism: 11%; NOD1 inhibition: -10%; KOR beta-arrestin-2: -54%; HIV peptide binding: 2.6%

How did O=C(NC1CC1)c1cccc(Oc2ccccc2)c1 do in these assays?
KOR beta-arrestin-1: -1.9%; GPR55 activation: -0.1%; Myeloid diff MLP: inactive; GPR35 antagonists: 1%; HEK293 NOD2/NF-kB: -12%; GPR55 LPI antagonism: 2%; NOD1 inhibition: -21%; KOR beta-arrestin-2: 6%; HIV peptide binding: -0.4%; Myeloid diff MLP GFP+ MAC1+ %: 0.4
